From PubChem BioAssay
PTAP TSG101 blk: blocks PTAP/TSG101 interaction to inhibit HIV-1 budding; Q99816; Fluorescence polarization, FITC-PTAP peptide / Tsg101 binding; Potency, µM (highest dose often 115 µM), for the others: at the highest dose activity change, negative = inhibition, hits mostly inhibitors; 340,000 tested, under 10 active; active = well fitted inhibition curve with a large enough effect in the main read-out, with a control signal flat, not every such curve was filed as active; inconclusive = small, poorly fitted or top-dose-only effect, or effect the other way, or a change in a side signal; inactive = no such curve, though single readings can be large or run the other way; note: potency is the fitted concentration of half-maximal effect; % of control where 0% means no effect
Target sequence (Q99816 whole entry, looked up): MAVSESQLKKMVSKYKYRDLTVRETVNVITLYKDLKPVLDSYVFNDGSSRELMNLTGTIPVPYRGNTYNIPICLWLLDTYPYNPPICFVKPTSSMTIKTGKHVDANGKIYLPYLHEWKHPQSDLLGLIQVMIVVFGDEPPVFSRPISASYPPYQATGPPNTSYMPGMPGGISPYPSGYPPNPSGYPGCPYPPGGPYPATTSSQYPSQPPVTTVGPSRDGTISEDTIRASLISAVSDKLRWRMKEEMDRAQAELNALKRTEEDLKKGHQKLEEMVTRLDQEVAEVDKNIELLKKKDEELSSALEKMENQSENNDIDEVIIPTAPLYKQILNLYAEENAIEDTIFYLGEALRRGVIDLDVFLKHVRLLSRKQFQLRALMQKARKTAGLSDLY
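Fluorescence anisotropy tracks displacement of a FITC-tagged PTAP peptide (50 nM) from the Tsg101 binding domain (10 uM), following a 20 min room-temperature incubation at pH 7.5.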
a7 integrin act: activates integrin-mediated alleviation for muscular dystrophy; Potency, µM (top dose mostly 38.3 µM), without a hit: top-dose activation, hits mostly activators; alpha7betagal myoblasts, beta-gal FDG fluorescence, 48 h; AID 624291; actives 0.064% (n = 350,000);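 note: potency is the fitted concentration of half-maximal effect; 100% = response of the positive control SU9516; nearly all actives have a fitted effect of over 60% in size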
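Alpha7betagal+/- myoblasts (passage 13) were plated 16-24 hr, then exposed to compounds (1:260 dilution of DMSO stock) for 48 hours at 37C. After MPER lysis, β-galactosidase reporter activity was read as FDG fluorescence (ex 480/em 540) after 30 minutes.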
Tb PFK block: inhibitors of T. brucei phosphofructokinase | actives 0.17% (n = 330,000) | Potency, µM (highest dose often 57.5 µM), for the others: at the highest dose activity, negative = inhibition, most hits filed as inhibitors | O15648 | AID 485367 | T. brucei PFK, ADP-Glo luminescence;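 note: potency is the fitted concentration of half-maximal effect; 0% = uninhibited 1x PFK enzyme wells and -100% = no-enzyme wells; nearly all actives have a fitted effect of over 60% in size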
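Compounds were pin-transferred as a titration series up to 57 uM into substrate buffer (0.5 mM F6P, 0.1 mM ATP, pH 8.0), then 1.25 nM PFK was added and reactions ran 45 min before ADP-Glo detection.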
Mito fusion act: mitochondrial division inhibition or fusion activation; S. cerevisiae fusion-defective mutant growth rescue, CellTiterGlo 48 h; Potency, µM (top dose mostly 46.1 µM), without a hit: at the highest dose growth rescue (activation), usual class: activators; actives 0.23% (n = 320,000); AID 485298;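 note: potency is the fitted concentration of half-maximal effect; % of control where 0% means no effect; nearly all actives have a fitted effect of over 45% in size; temperature-sensitive fusion mutants such as fzo1-1 at 37 °C on non-fermentable ethanol glycerol medium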
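Luminescent cell viability in 1536-well qHTS format served as the measure of rescued growth in ts fusion-mutant S. cerevisiae cultured on non-fermentable YPEG for 48 hours at 37C.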
ELG1 DNA repair: inhibitors of ELG1-dependent DNA repair in HEK293T cells. actives 2.3% (n = 330,000). HEK293T ELG1-luciferase reporter, luminescence, 16 h; DNA damage induced by 5-fluorouridine. Potency, µM (titrated, usually from 46.1 µM), for the others: top-dose activity change, negative = inhibition, most hits filed as inhibitors; note: potency is the fitted concentration of half-maximal effect; % is set by controls: 0 for no effect and ±100 for the full control effect; nearly all actives have a fitted effect of over 55% in size
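Overnight (16 hr) co-exposure of 2,000 cells/well to 5-fluorouridine and compound at 37 °C preceded detection. Luciferase was quantified via ONE-Glo luminescence; loss of signal denotes inhibition.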
TSHR antag: blocks TSH signaling through the human TSH receptor; P16473; actives 0.2% (n = 330,000); activity change, negative = inhibition, % at 11.5 µM; TSHR-expressing cells, TSH-stimulated cAMP HTRF, 2 h; stronger effect = lower value;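 active = activity change below a set negative limit, meaning inhibition stronger than a set level, cut at about -70% in these data; inconclusive = activity change between two set negative limits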; note: % is set by controls: 0 for no effect and ±100 for the full control effect
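Freshly harvested TSHR cells receive pin-tooled compound, then EC80 TSH at 4nM final. After 2 hours at 37 deg C, antibody in lysis buffer and cAMP-d2 are added; 30 minutes at ambient temperature precede the HTRF read.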
Eya2 phos inh: Eya2 (human) phosphatase inhibition; O00167; recombinant Eya2, OMFP fluorescence dephosphorylation (OMFP is methylfluorescein phosphate); Potency, µM (top dose mostly 76.9 µM), inactives show top-dose activity, negative = inhibition, hits mostly inhibitors; actives 0.006% (n = 330,000); note: potency is the fitted concentration of half-maximal effect; % is set by controls: 0 for no effect and ±100 for the full control effect
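Eya2 protein (added as 0.2 uM solution) was preincubated with compound for 10 min at ambient temperature in 50 mM HEPES pH 7.5, 50 mM NaCl, 5 uM MgCl2, 0.05% BSA, 1 mM DTT. OMFP (added at 50 uM) then reacted 10 min; fluorescence read at 485/525 nm.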
AT treatment: candidate therapy for ataxia-telangiectasia; actives 0.19% (n = 320,000); […] A-T fibroblasts, KAP-1 phosphorylation AlphaLISA; neocarzinostatin DNA damage 30 min before lysis; Potency, µM (highest dose often 57.5 µM), without a hit: at the top dose activation, most hits filed as activators; note: potency is the fitted concentration of half-maximal effect; % of control where 0% means no effect; nearly all actives have a fitted effect of over 45% in size
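hTERT-immortalized A-T patient fibroblasts ([…]), 500 cells/well in OPTI-MEM, 1% FBS, got compounds for 60 min, then NCS for 30 min at 37C. Lysates were then assayed for phospho-KAP-1 by AlphaLISA (anti-pKAP1 donor, anti-KAP1 acceptor beads), 6 hr at 25C.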
BCR signal inh: blocks chronic active B-cell receptor signaling | ABC-DLBCL IkBa-CBG/CBR reporter, luminescence ratio, 4 h | actives 0.05% (n = 340,000) | Potency, µM (series often up to 46.1 µM), without a hit: at the highest dose ratio change, negative = lower green/red ratio, most hits filed as inhibitors; active = well fitted inhibition curve with a large enough effect in the signal ratio, with a control signal flat, not every such curve was filed as active; inconclusive = small, poorly fitted or top-dose-only effect, or effect the other way, or a change in a side signal; the % refers to the signal ratio;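 note: potency is the fitted concentration of half-maximal effect; plate controls were basal doxycycline-induced cells for no effect and cells given 10 µM MG132 for full effect; MG132 reads +100%, hits lower the ratio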
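TMD8 ABC-DLBCL cells carrying doxycycline-inducible green luciferase fused to IkappaBalpha plus unfused red luciferase were exposed to compounds (up to 46 uM) for 4 hrs at 37C. Activity came from the overlap-corrected green/red luminescence ratio.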
ASM inhibitor: human S-ASM enzyme inhibition. P17405. placental ASM, HMU-PC fluorogenic substrate, 60 min. Potency, µM (top dose mostly 57.5 µM), for the others: at the top dose activity change, negative = inhibition, usual class: inhibitors. actives 0.006% (n = 340,000); note: potency is the fitted concentration of half-maximal effect
Target sequence (P17405 47-631 limits assumed): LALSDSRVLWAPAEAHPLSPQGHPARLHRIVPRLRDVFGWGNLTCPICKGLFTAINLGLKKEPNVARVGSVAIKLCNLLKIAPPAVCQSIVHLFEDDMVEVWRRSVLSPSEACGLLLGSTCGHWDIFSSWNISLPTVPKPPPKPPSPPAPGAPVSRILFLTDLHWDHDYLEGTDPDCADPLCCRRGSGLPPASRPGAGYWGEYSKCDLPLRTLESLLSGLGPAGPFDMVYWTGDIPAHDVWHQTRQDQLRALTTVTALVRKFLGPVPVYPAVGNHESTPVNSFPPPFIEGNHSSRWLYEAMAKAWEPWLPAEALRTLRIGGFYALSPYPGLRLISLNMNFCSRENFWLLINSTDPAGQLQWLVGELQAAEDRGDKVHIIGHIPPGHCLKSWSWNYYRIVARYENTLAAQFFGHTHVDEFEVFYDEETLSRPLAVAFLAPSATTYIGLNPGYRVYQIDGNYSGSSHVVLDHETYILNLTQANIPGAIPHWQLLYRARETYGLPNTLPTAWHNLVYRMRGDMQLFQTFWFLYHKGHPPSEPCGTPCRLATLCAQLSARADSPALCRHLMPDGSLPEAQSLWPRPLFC
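Steps: dispense placental human ASM, pin compound, wait 10 min at room temperature, add HMU-PC0 substrate at 9 uM final, incubate 60 min at 37 °C, add stop solution raising pH to 10, read fluorescence.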
TCR activator: T cell receptor activation; primary human leukocytes, anti-CD3, IL-2 HTRF, 48 h; Potency, µM (titrated, usually from 9.22 µM), inactives show top-dose activation of IL-2 secretion, hits mostly activators; 330,000 tested, under 10 active; note: % of control where 0% means no effect
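Activity was scored as IL-2 release from primary human leukocytes given only a TCR signal (a-CD3 beads) plus compound for 48 hr. Detection used a two-antibody HTRF format read at 665nm.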
* = called active by the depositor; ? = inconclusive; / = no result given; [ ] = another dose, or the depositor's remark. Unless noted, calls come from the whole dose curve; as a rule, active = well fitted curve in the direction sought with a large enough effect; inconclusive = small, poorly fitted or top-dose-only effect, or another doubt; inactive = no such curve, though single readings can be large; an effect the other way counts as inactive or inconclusive. Hits appear at their usual frequency. Share with any hit: about 3.2%.

SMILES	PTAP TSG101 blk	a7 integrin act	Tb PFK block	Mito fusion act	ELG1 DNA repair	TSHR antag	Eya2 phos inh	AT treatment	BCR signal inh	ASM inhibitor	TCR activator
COc1ccc(O)c(CN2CCC(n3nccc3NC(=O)C3CCCC3)CC2)c1	-2%	7%	-5%	1%	2%	-15	-3%	1%	0%	1%	-1%
CCOC(=O)Cc1nnc2c(Nc3ccccc3F)nc3nonc3n12	-3%	0%	5%	15%	?	-38	-4%	-6%	-27%	-2%	-32%
COc1cccc(NC(=O)COC(=O)CCn2c(C)csc2=O)c1	1%	11%	-1%	-2%	3%	1	-11%	9%	0%	/	-2%
CN1CCN(S(=O)(=O)c2cccc(C(=O)NC3CCCc4ccccc43)c2)CC1 (configuration not stated)	-1%	-23%	-2%	-2%	1%	7	2%	14%	0%	1%	-1%
Cc1cccc(OCc2nnc(SCC(=O)N3CCCCC3)o2)c1	-7%	-9%	0%	10%	9%	0	-10%	5%	2%	1%	2%
O=C(CNC(=O)c1ccc(Oc2ccccc2)cc1)OC1CCCCC1=O (configuration not stated)	2%	0%	-9%	0%	7%	-22	11%	9%	3%	-1%	-5%
O=C1OC[C@@H]2CCCN2C(=O)[C@@H](CC(=O)N(CCO)Cc2ccccc2)C/C=C\C[C@H]1Cc1ccc(F)cc1	-2%	0%	6%	/	?	1	-22%	2%	0%	-4%	4%
CCOC(=O)c1ccc(N/C=C/C(=O)c2ccc(OC)c(OC)c2)cc1	-1%	-6%	-4%	-2%	-13%	-4	2%	-5%	?	/	1%
O=C(O)c1ccc(O)c2ncccc12	/	/	-18%	-7%	/	-3	-13%	1%	-15%	/	/
CC1(C)Cc2ccccc2C2=NNC(=O)C2=N1	-14%	-63%[inhibitor]	4%	0%	?	1	-13%	?	?	-2%	/
CC(NC(=O)NC(=O)c1cccc(Cl)c1)c1ccccc1 (configuration not stated)	-7%	-29%	-1%	6%	-6%	13	4%	20%	4%	-4%	-1%
COc1cccc(NC(=O)CN(C)C(=O)c2cc(-c3ccccc3)nn2-c2ccccc2)c1	-2%	2%	-1%	/	-18%	-1	-10%	-3%	?	-5%	3%[46.1 µM]
CCCc1ccc(O)c(N=Cc2cc(Br)cc(OCC)c2O)c1	?	-59%[inhibitor]	-6%	18%	?	-1	13%	0%	-2%	1%	10%
CCN(C(=O)CSc1ncccc1C(=O)OC(C)C)c1cccc(C)c1	-2%	13%	3%	2%	-29%	-12	-20%	/	7%	0%	-4%
COc1ccc(NC(=O)CNc2ccccc2N2CCCC2=O)cc1S(=O)(=O)N1CCOCC1	-4%	-11%	-2%	-2%	9%	5	-2%	-3%	-3%	-1%	-4%
C=CCn1c(N)c(C(=O)NCc2ccco2)sc1=S	/	7%	-7%	5%	4%	-2	-8%	-2%	-1%	-2%	/
CC(OC(=O)CCc1nc2ccccc2c(=O)[nH]1)C(=O)Nc1ccc2c(c1)OCO2 (configuration not stated)	-3%	-12%	24%	0%	1%	11	1%	-1%	1%	5%	2%
O=C1C2CCCN2c2ccc(S(=O)(=O)N3CCOCC3)cc2N1Cc1ccccc1F (configuration not stated)	-1%	0%	1%	0%	-15%	-1	-6%	4%	-1%	13%	-3%
CC(=O)c1cc2c(cc1NC(=O)CSc1nc3ccc(C)cc3[nH]1)OCO2	-1%	-29%	4%	12%	?	13	4%	-3%	?	11%	-4%[46.1 µM]
CC1CCC(NC(=O)COC(=O)C2CC3CCCC(C2)C3=O)CC1 (configuration not stated)	1%	-13%	3%	1%	?	-8	11%	-8%	6%	-4%	-12%
CC1CCN(S(=O)(=O)c2cc(F)ccc2CN2C(=O)c3cccnc3C2=O)CC1	1%	?	-3%	3%	-1%	6	8%	6%	0%	2%	-1%
Cc1cc(C)cc(N(C(=O)CNC(=O)c2ccco2)C(C(=O)NC2CCCCC2)c2ccncc2)c1 (configuration not stated)	2%	0%	2%	2%	2%	7	5%	-5%	4%	-1%	-5%
Cc1nc(-c2ccc(Cl)cc2)sc1C1(C)CC(c2ccc([N+](=O)[O-])cc2)=NO1 (configuration not stated)	2%	18%	-18%	4%	10%	12	-17%	-14%	0%	-4%	8%
CCN1CCN(CNC(=O)c2cnccn2)CC1	-9%	2%	1%	-2%	15%	-4	-3%	3%	?	-3%	6%
CC1(C)Cc2nc3sc4c(SCC(=O)NCc5ccco5)ncnc4c3cc2CO1	0%	0%	-6%	3%	?	-21	-15%	-4%	-2%	-9%	6%

The listing continues:
SMILES	PTAP TSG101 blk	a7 integrin act	Tb PFK block	Mito fusion act	ELG1 DNA repair	TSHR antag	Eya2 phos inh	AT treatment	BCR signal inh	ASM inhibitor	TCR activator
CCN(Cc1ccncc1)C(=O)c1cc(COc2c(F)cccc2F)on1	-6%	-21%	-3%	-8%	-17%	-1	-4%	12%	6%	-2%	-6%
OC(CNCC1CCCCC1)COc1ccccc1 (configuration not stated)	-6%	-11%	0%	-13%	10%	6	-12%	2%	-2%	5%	-1%
CC(NC(=O)NC1CCCCC1)C(c1cccs1)N1CCN(Cc2ccccc2)CC1 (configuration not stated)	1%	-22%	1%	-2%	0%	11	7%	-2%	-2%	0%	-7%
Cc1ccccc1N1C(=O)C(Cl)=C(N2CCN(c3ccccc3)CC2)C1=O	-4%	-7%	3%	-20%	?	-3	1%	-4%	-4%	-9%	-10%
COc1cc(NC(=O)c2c(F)cccc2F)c(Cl)cc1Cl	-1%	42%	-2%	1%	-4%	-8	18%	-10%	?	-1%	-8%
CCC(=O)N(Cc1cc2ccccc2[nH]c1=O)c1ccc(OC)cc1	-8%	-262%[inhibitor]	1%	3%	1%	10	2%	1%	-5%	2%	-3%
CCn1c(=O)n(CC(=O)NC2CCCC(C)C2C)c(=O)c2ccccc21 (configuration not stated)	-2%	5%	1%	8%	7%	44	13%	10%	?	1%	-3%
CC(NC(=O)CN(C)CC(=O)Nc1ccc(Cl)c(C(F)(F)F)c1)c1ccccc1 (configuration not stated)	-4%	-17%	-11%	-9%	?	-7	-8%	19%	-26%	/	1%

A second format for six compounds above.
canonical_smiles | PTAP TSG101 blk | a7 integrin act | Tb PFK block | Mito fusion act | ELG1 DNA repair | TSHR antag | Eya2 phos inh | AT treatment | BCR signal inh | ASM inhibitor | TCR activator
CCCc1ccc(O)c(N=Cc2cc(Br)cc(OCC)c2O)c1 | ? | -59%[inhibitor] | -6% | 18% | ? | -1 | 13% | 0% | -2% | 1% | 10%
CCN(C(=O)CSc1ncccc1C(=O)OC(C)C)c1cccc(C)c1 | -2% | 13% | 3% | 2% | -29% | -12 | -20% | / | 7% | 0% | -4%
COc1ccc(NC(=O)CNc2ccccc2N2CCCC2=O)cc1S(=O)(=O)N1CCOCC1 | -4% | -11% | -2% | -2% | 9% | 5 | -2% | -3% | -3% | -1% | -4%
C=CCn1c(N)c(C(=O)NCc2ccco2)sc1=S | / | 7% | -7% | 5% | 4% | -2 | -8% | -2% | -1% | -2% | /
CC(OC(=O)CCc1nc2ccccc2c(=O)[nH]1)C(=O)Nc1ccc2c(c1)OCO2 (configuration not stated) | -3% | -12% | 24% | 0% | 1% | 11 | 1% | -1% | 1% | 5% | 2%
O=C1C2CCCN2c2ccc(S(=O)(=O)N3CCOCC3)cc2N1Cc1ccccc1F (configuration not stated) | -1% | 0% | 1% | 0% | -15% | -1 | -6% | 4% | -1% | 13% | -3%
